# B2AR arrestin – recruits beta-arrestin to the human beta2-adrenergic receptor | Potency, µM (doses to about 46.1 µM), for inactives: at the highest dose activation, hits mostly activators | P07550 | 330,000 tested, 0.02% active | AID 492947 | beta-arrestin recruitment to beta2AR, cell-based reporter;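 also: potency is read from the fitted curve at half-maximal effect; 0% = DMSO controls and full agonism = EC100 isoproterenol or metaproterenol; nearly all actives have a fitted effect of over 65% in size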
# PKM2 activator – increases activity of human pyruvate kinase M2. purified PKM2, Kinase-Glo ATP luminescence, activation; response scale: 0% is enzyme alone, no compound. AID 1631. Potency, µM (highest dose often 57.5 µM), without a hit: at the highest dose activation, actives largely listed as activators. 260,000 tested, 0.34% active. P14618; also: potency is read from the fitted curve at half-maximal effect; % is scaled to controls: 0 for no effect and ±100 for the full control effect; nearly all actives have a fitted effect of over 55% in size
#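 Purified hPK-M2 (>95% pure) converted ADP (0.1 mM final) to ATP with 0.5 mM PEP in 50 mM imidazole pH7.2, KCl, MgCl2, Tween 20, BSA; 1 h at room temperature. ATP detected by Kinase-Glo luminescence.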
# CXXC DNA block – MLL CXXC-DNA interaction inhibition; Q03164; MLL-CXXC / FITC-HOXA9 DNA fluorescence polarization; Potency, µM (series often up to 115 µM), inactives show at the highest dose activity change, negative = inhibition, usual class: inhibitors; 290,000 tested, 0.037% active; active = well fitted inhibition curve with a large enough effect in the polarisation, with a control signal flat, not every such curve was filed as active; inconclusive = small, poorly fitted or top-dose-only effect, or effect the other way, or a change in a side signal; inactive = no such curve, though single readings can be large or run the other way; the % refers to the polarisation; also: potency is read from the fitted curve at half-maximal effect
#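 Purified MLL-CXXC (added from a 7 uM solution) was preincubated 5 min at ambient with pinned compounds in 50 mM Tris-HCl pH 7.5, 50 mM NaCl, 1 mM DTT, 0.05% BSA. Fluorescein-labeled HOX-A9 DNA (50 nM solution) followed, 30 min, then polarization read.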
# KCNH2 WT inh – blocks the wildtype human KCNH2 potassium channel. U2OS, BacMam KCNH2, thallium flux FluxOr; stronger effect = lower value. activity change, % at 1.84 µM. Q12809. 340,000 tested, 0.37% active;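 active = maximum activity change below -70%; inconclusive = maximum activity change between -70% and -50%; inactive = maximum activity change above -50%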; also: % is scaled to controls: 0 for no effect and ±100 for the full control effect
#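 U2OS cells transduced with wild-type KCNH2 virus are loaded with FluxOr dye for 45 min, and thallium flux is measured in kinetic reads before and after stimulation buffer. Rate constants are normalized to DMSO controls.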
# Giardia killer – Giardia lamblia killing. activity change, % at 7.66 µM, hits read low. Giardia lamblia trophozoite viability. AID 540267. 340,000 tested, 0.15% active; in the data active = activity change below about -80%; inconclusive = between about -30% and that limit;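 also: parasites exposed to compound for two days anaerobically before the ATP read; % is scaled to controls: 0 for no effect and ±100 for the full control effect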
#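 Compounds were tested on trophozoites seeded at 100 cells/well and held 48 hrs at 37 deg C anaerobically. An ATP-based luminescent kit measured the remaining live cells.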
# KCNH2 3.1 block – KCNH2 3.1 (human) potassium channel inhibition. U2OS KCNH2 3.1, thallium flux FluxOr; stronger effect = lower value. activity change, % (tested at about 1.8 µM). 340,000 tested, 0.95% active;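 active = maximum activity change below -70%; inconclusive = maximum activity change from -70% to -50%; inactive = maximum activity change above -50%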;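 also: thallium influx rate constant from kinetic fluorescence after stimulation buffer; % is scaled to controls: 0 for no effect and ±100 for the full control effect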
#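 Virally transduced U2OS (3.1 isoform, 4 h infection in dark at RT) → overnight 37 C → FluxOr + Red40 in HBSS/HEPES, 45 min → stimulation buffer, 2 min kinetic read → rate constant vs DMSO controls.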
# GALK inhibitor – inhibitors of human galactokinase; Purified GALK, Kinase-Glo residual ATP luminescence; 270,000 tested, 0.007% active; AID 1868; P51570; Potency, µM (series often up to 57.5 µM), without a hit: top-dose activity change, negative = inhibition, actives largely listed as inhibitors; also: potency is read from the fitted curve at half-maximal effect; % is scaled to controls: 0 for no effect and ±100 for the full control effect
#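 5 nM enzyme, 35 uM ATP, 100 uM galactose, 20 mM HEPES pH8.0, 5 mM MgCl2; 1 h RT; residual ATP by Kinase-Glo Plus luminescence, qHTS format.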
# Menin MLL FP TR – displaces Texas Red mutant MLL peptide from human menin; AID 1768; 270,000 tested, 0.23% active; O00255; Menin + Texas Red MLL mutant peptide, fluorescence polarization; Potency, µM (titrated, usually from 61.6 µM), inactives show at the top dose FP activity change, negative = inhibition, most hits filed as inhibitors; active = well fitted inhibition curve with a large enough effect in the polarisation, with a control signal flat, not every such curve was filed as active; inconclusive = small, poorly fitted or top-dose-only effect, or effect the other way, or a change in a side signal; inactive = no such curve, though single readings can be large or run the other way; the % refers to the polarisation; also: potency is read from the fitted curve at half-maximal effect; % of control where 0% means no effect; many of its hits are not listed in these tables
# USP2a inh – USP2a (human) protease inhibition | 330,000 tested, 0.01% active | USP2 core, Ub-CHOP2 coupled fluorogenic reporter, 485/531 | Potency, µM (top dose mostly 38.3 µM), inactives show top-dose activity change, negative = inhibition, actives largely listed as inhibitors;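 also: potency is read from the fitted curve at half-maximal effect; plate controls were DMSO wells for no effect and full inhibition by NEM control for full effect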
#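 Deubiquitinase activity read as fluorescence (485/531 nm) after Ub-CHOP2 cleavage activates the enterokinase reporter on its substrate; USP2 core 10nM, Ub-CHOP2 and substrate 25nM each, 30min compound preincubation then 60min RT; data normalized to NEM, curves fitted.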
# Coupling enz – inhibits coupling enzyme system, counter-screen for aldolase hits | coupling enzyme system counterscreen, AmpLite Red fluorescence | activity change, negative = inhibition, % at 58.2 µM, hits read low | 290,000 tested, 0.67% active; in the data active = activity change below about -30%; also: % is scaled to controls: 0 for no effect and ±100 for the full control effect
#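 Coupling enzymes only (glyceraldehyde-3-phosphate) + compound, at 57.5 uM final, 10 min RT; add substrate/coupling/AmpLite Red mix, 20 min RT; fluorescence ex 525/em 598 nm. Actives flag coupling-system interference.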
# TRPV1 ag – human TRPV1 agonism. Q8NER1. TRPV1-expressing cells, Fluo-8 calcium influx, agonist mode. activation, % at 8.33 µM. 320,000 tested, 0.19% active. AID 540275; in the data active = activation above about 80%; inconclusive = between about 30% and that limit; also: 0% is about no effect
# Target sequence (Q8NER1 whole entry, looked up): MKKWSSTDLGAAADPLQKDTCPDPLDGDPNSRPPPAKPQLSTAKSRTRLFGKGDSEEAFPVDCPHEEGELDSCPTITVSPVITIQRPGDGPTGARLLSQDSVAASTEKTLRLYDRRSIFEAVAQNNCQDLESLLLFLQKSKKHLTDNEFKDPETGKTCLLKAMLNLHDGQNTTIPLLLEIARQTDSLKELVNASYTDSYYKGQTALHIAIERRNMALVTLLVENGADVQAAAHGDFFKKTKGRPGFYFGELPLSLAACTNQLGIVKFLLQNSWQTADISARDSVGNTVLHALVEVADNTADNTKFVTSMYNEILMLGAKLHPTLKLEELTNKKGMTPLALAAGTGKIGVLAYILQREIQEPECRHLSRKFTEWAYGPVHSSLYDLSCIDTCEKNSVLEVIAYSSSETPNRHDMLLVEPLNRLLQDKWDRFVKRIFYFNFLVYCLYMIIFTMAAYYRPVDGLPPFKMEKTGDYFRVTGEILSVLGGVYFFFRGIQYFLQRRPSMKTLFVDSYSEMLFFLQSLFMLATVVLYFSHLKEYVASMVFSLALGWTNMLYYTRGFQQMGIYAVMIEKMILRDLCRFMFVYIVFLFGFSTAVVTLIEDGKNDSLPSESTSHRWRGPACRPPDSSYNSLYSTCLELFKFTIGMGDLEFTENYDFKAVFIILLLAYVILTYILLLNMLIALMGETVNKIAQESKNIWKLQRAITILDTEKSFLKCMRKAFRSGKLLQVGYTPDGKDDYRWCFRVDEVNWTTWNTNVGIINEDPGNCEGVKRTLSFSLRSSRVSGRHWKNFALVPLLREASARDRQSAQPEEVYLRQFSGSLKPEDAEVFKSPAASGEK
#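 Cells expressing TRPV1 were dye-loaded with Fluo-8 and read kinetically: 10 s baseline, 3 min after compound (agonist portion), then 2 min after EC20 capsaicin (allosteric enhancer portion). Calcium-bound dye fluorescence at 480/520 nm.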
# An asterisk follows results filed as active; ? = inconclusive; nt = not tested or not shown; [ ] = dose if it differs, or a comment. Unless noted, calls follow the shape of the dose curve; as a rule, active = well fitted curve in the direction sought with a large enough effect; inconclusive = small, poorly fitted or top-dose-only effect, or another doubt; inactive = no such curve, though single readings can be large; an effect the other way counts as inactive or inconclusive. An excerpt (hit frequency here may not be typical).
canonical_smiles	B2AR arrestin	PKM2 activator	TRPV1 ag	Menin MLL FP TR	USP2a inh	GALK inhibitor	Coupling enz	Giardia killer	KCNH2 3.1 block	CXXC DNA block	KCNH2 WT inh
O=C(Cc1ccccc1)Nc1ccc(N2CCOCC2)cc1N1CCOCC1	-0.1%	13%	-2	?	-1%	-1%	-16	-19	7	5%	0
C=CCNS(=O)(=O)c1nc(C)c(Cl)c(C)c1C#N	0.2%	0%	3	-10%	0%	1%	2	6	14	0%	5
O=C(C1CC(=O)N(c2ccc(Cl)cc2)C1)N1CCOCC1 (stereo not given)	0.2%	-5%	9	2%	-1%	-2%	-1	-2	-17	-2%	1
Cc1cc(C)n2c3c(c(C#N)c2n1)CCCC3	-0.4%	3%	-1	-4%	2%	-1%	0	4	-5	4%	-1
O=[N+]([O-])c1ccc(/C=N/Nc2nc(N3CCCC3)nc(N3CCCC3)n2)o1	0.4%	3%	?	-4%	0%	0%	-6	-95*	-2	3%	10
Cc1ccc(Nc2nc(N)c([N+](=O)[O-])c(NCCO)n2)cc1	-0.5%	-3%	-3	nt	-6%	3%	3	-1	-15	0%	8
Cc1ccc(S(=O)(=O)CC(=O)Nc2nc3ccccc3s2)cc1	-0.5%	3%	11	11%	1%	0%	0	12	20	-3%	7
CCOC(=O)CNC(=O)CSc1nnc(C)c(=O)[nH]1	0.0%	-1%	-1	4%	1%	2%	3	7	-7	1%	5
O=C(COc1ccc(Br)cc1)Nc1nnc(-c2cccnc2)s1	-0.7%	0%	nt	nt	-1%	-4%	8	-12	-7	-8%	-7
C=CCn1c(CSc2nc3ccccc3s2)nnc1SCC(=O)OCC	-0.2%	9%	10	12%	-1%	2%	2	16	-8	-11%	-5
CSc1cccc(CN(C)C(=O)C2CCC(=O)N(CCCN3CCCC3=O)C2)c1 (stereo not given)	0.4%	nt	0	nt	3%	6%	nt	17	-7	4%	-8
NNC(=O)c1cc2cc(OC(F)(F)F)ccc2[nH]1	0.0%	3%	-11	nt	-1%	-3%	1	-4	9	29%	-4
Cc1ccccc1NC(=O)NC1CCCCC1C (stereo not given)	-0.6%	1%	19	-15%	3%	7%	1	-4	-11	7%	4
Cc1cc(C)nc(NS(=O)(=O)c2ccc(NC(=S)NC(=O)C3CCCC3)cc2)n1	0.3%	-10%	2	3%	0%	-2%	7	2	15	-10%	-3
CCCOc1ccc(CSc2nnc(CCC)n2N)cc1	0.0%	-6%	1	-8%	0%	0%	1	6	-1	-2%	-5
CCOC(=O)C(=N/O)/C(C)=N/NC(=O)C(=O)Nc1cc(Cl)ccc1Cl	0.2%	1%	0	nt	0%	-4%	1	7	-10	-13%	-3
CC1=[N+](C)c2c(ccc3cccnc23)C1(C)C	0.3%	5%	3	?	18%	4%	-58*	15	-4	10%	-6
Cc1ccc(Nc2nc(Oc3ccc(OCc4ccccc4)nn3)nc(N3CCOCC3)n2)cc1	0.5%	6%	?	4%	-2%	-1%	0	-8	-10	3%	0
COC(=O)c1ccc(-c2noc(CN(Cc3nccn3C)C(C)C)n2)cc1	-0.2%	-1%	2	-4%	10%	0%	0	-8	19	-1%	5
COc1ccc(/C=C(/NC(=O)c2ccc(Br)cc2)C(=O)N2CCOCC2)cc1	0.0%	0%	-6	nt	2%	-6%	nt	-18	nt	-9%	11
Cc1ccc(CC(=O)Nc2ccc(F)c([N+](=O)[O-])c2)cc1	-0.5%	0%	25	19%	0%	1%	-2	-6	-8	4%	-2
CCCn1nc(C(=O)NCC2COc3ccccc3O2)c2ccccc2c1=O (stereo not given)	-0.7%	nt	17	nt	-5%	nt	nt	-19	12	nt	-16
Cc1cc(C)n2nc(CC(=O)NNC(=O)c3ccccc3Cl)nc2n1	-0.3%	nt	0	-7%	4%	-2%	-4	-3	13	8%	0
COc1ccc(/C(C)=N/NC(=O)Cc2ccc(Cl)cc2)cc1	-0.1%	0%	-2	?	0%	2%	-1	-8	-2	32%[activator]	-3
CCC(C)(C)n1nnnc1C(c1ccccc1)N1CCc2ccccc2C1 (stereo not given)	-0.3%	2%	4	nt	4%	-4%	0	-13	2	-1%	-26
CC1CC(C)CN(CCCNS(=O)(=O)c2ccc3c(c2)CCN3C(=O)C2CC2)C1 (stereo not given)	-0.5%	nt	-3	5%	2%	-4%	0	15	7	1%	-4
COC(=O)c1ccc(CNC(=O)c2ccc(S(=O)(=O)N(C)c3ccccc3OC)cc2)cc1	-0.1%	nt	4	nt	-1%	nt	nt	2	-8	nt	-5
CC1CCN(C(=S)NC2CCCCC2)CC1	-0.1%	-3%	21	-12%	0%	-3%	1	9	1	3%	1
C/C(=N\NC(=O)c1ccco1)c1cc2ccccc2o1	-0.5%	-13%	2	5%	-5%	1%	-4	-9	7	10%	-18
Cc1ccc2c(c1)c1c3n2CCN(CC(O)CNC(C)C)C3CCC1 (stereo not given)	0.5%	7%	4	-10%	1%	0%	0	-4	-6	17%	6
c1ccc2cc(CNCc3cccc4ccccc34)ccc2c1	-0.1%	2%	-6	nt	0%	-2%	0	3	-5	30%	-6
C#CCOCCOCCOCCNc1nc(N2CCN(C(=O)CCCCCCCCCCNC(=O)[C@H](CCCCN)n3cc(C)nn3)CC2)nc(N2CCN(C(=O)CCCCCCCCCCNC(=O)[C@H](CO)n3cc(CCCSC)nn3)CC2)n1	7.2%	nt	-7	nt	-9%	nt	nt	?	2	nt	-5
N#C/C(=C\c1cccnc1)C(=O)Nc1cccc(Cl)c1	0.1%	5.6µM*	2	23%	0%	1%	2	13	6	-2%	-12
CCN1CCN(CC(=O)c2ccc(C)cc2)CC1	-0.6%	nt	0	?	0%	3%	-1	-8	-14	5%	22
COC(=O)c1ccccc1N(C)C(=O)C12CCC(C)(C(=O)O1)C2(C)C (stereo not given)	-0.3%	-6%	-1	-5%	2%	0%	0	5	4	8%	4
COc1cccc2cc(C(=O)N3CCC(C)CC3)c(=O)oc12	0.5%	-22%	nt	0%[11.7 µM]	2%	0%	1	1	-2	1%	3
COc1ccc(CC(=O)OCC(=O)NCc2ccc(C)cc2)cc1OC	-0.9%	nt	nt	nt	2%	nt	nt	-6	-13	nt	-4
COC(=O)c1ccsc1NC(=O)CN1CCN(c2ccc(F)cc2)CC1	0.2%	4%	12	?	5%	1%	1	6	-5	8%	15
O=C(Nc1c(C(=O)N2CCOCC2)cnn1-c1ccccc1Cl)c1ccco1	-0.4%	2%	4	4%	1%	0%	1	10	2	6%	-20
COc1ccc(Br)cc1C(=O)N/N=C/c1cccnc1	0.5%	nt	-2	-11%	1%	-1%	2	-24	-9	8%	-5

# Taken from above:
# Coupling enz, O=C(C1CC(=O)N(c2ccc(Cl)cc2)C1)N1CCOCC1 (stereo not given) is entered as -1
# KCNH2 3.1 block, Cc1ccc(Nc2nc(N)c([N+](=O)[O-])c(NCCO)n2)cc1 is entered as -15

# Carrying on.
canonical_smiles	B2AR arrestin	PKM2 activator	TRPV1 ag	Menin MLL FP TR	USP2a inh	GALK inhibitor	Coupling enz	Giardia killer	KCNH2 3.1 block	CXXC DNA block	KCNH2 WT inh
CC1(c2ccc(Cl)cc2)NC(=O)N(CC(=O)Nc2ccc(F)cc2)C1=O (stereo not given)	0.0%	1%	16	25%	4%	-2%	-2	-8	-8	2%	0
CCCc1cc(=O)oc2cc(OCC(=O)NCc3cccs3)ccc12	4.0%	-1%	13	5%	-1%	0%	2	-9	-39	5%	3
CCCn1c(SCc2nc3ccccc3s2)n[nH]c1=O	-1.0%	14%	9	-8%	-1%	0%	-10	-8	2	-11%	-2
Cc1cc(C(=O)OCC(=O)NC(C)c2ccc(F)cc2)c(C)o1 (stereo not given)	0.3%	nt	?	nt	-2%	nt	nt	19	22	nt	-4
C=CCN(CC=C)c1nc2ccccc2nc1C(C#N)C(=O)OCCOC (stereo not given)	0.0%	1%	?	-15%	0%	-1%	-5	-1	2	-3%	0
Cn1ccc2c([N+](=O)[O-])cccc2c1=O	-0.2%	-2%	-1	5%	1%	-1%	0	-13	-40	6%	-3
Clc1ccc(CSc2nnc([C@@H]3CCCN3)o2)cc1Cl	-0.5%	0%	9	2%	4%	-1%	0	-5	-4	6%	-14
COC(C[C@H]1O[C@@H]1[C@@H](O)COCc1ccccc1)OC	-0.3%	-1%	1	nt	-1%	0%	4	7	12	15%	0

# Compound activity: PubChem BioAssay, National Center for Advancing Translational Sciences (NCATS)
